High-throughput results as filed in PubChem BioAssay.
FAS TE block = blocks the thioesterase domain of human fatty acid synthase; P49327; recombinant FAS-TE, OMFH fluorogenic substrate, fluorescence endpoint; inhibition, % at 15 µM; hit rate 0.67% among 360,000;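 active means compounds whose normalised, plate-corrected inhibition of enzyme fluorescence in the single-dose primary screen is 50% or more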;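 further: 0% = DMSO with enzyme and 100% = substrate without enzyme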
E coli Lon inh = inhibits E. coli Lon protease; P0A9M0; purified E. coli Lon protease, fluorescence polarization; inhibition, % at 7.94 µM; hit rate 0.42% among 360,000; AID 602123; in the data active means inhibition above about 13%, passing the limit was not always enough;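 further: 0% = enzyme with probe and DMSO and 100% = no enzyme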
MsrA inh = inhibitors of bovine MsrA | purified bovine MsrA, absorbance read-out | inhibition, % at 15.5 µM | hit rate 0.75% among 360,000; in the data active means inhibition above about 4.5%;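 further: 0% = vehicle wells with enzyme and 100% = reference inhibitor wells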
MLLE-PAM2 inh = blocks PAM2 peptide binding to the PABP1 MLLE domain. GST-MLLE / FITC-PAM2 fluorescence polarization. AID 588489. hit rate 0.36% among 360,000. inhibition, % at 20 µM. P11940; in the data active means inhibition above about 35%, passing the limit was not always enough;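 further: plate controls were DMSO wells with GST-MLLE for no effect and wells lacking GST-MLLE protein for full effect; some results filed as inactive read as strong as hits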
Target sequence (P11940 whole entry, looked up, the tested form may be a part): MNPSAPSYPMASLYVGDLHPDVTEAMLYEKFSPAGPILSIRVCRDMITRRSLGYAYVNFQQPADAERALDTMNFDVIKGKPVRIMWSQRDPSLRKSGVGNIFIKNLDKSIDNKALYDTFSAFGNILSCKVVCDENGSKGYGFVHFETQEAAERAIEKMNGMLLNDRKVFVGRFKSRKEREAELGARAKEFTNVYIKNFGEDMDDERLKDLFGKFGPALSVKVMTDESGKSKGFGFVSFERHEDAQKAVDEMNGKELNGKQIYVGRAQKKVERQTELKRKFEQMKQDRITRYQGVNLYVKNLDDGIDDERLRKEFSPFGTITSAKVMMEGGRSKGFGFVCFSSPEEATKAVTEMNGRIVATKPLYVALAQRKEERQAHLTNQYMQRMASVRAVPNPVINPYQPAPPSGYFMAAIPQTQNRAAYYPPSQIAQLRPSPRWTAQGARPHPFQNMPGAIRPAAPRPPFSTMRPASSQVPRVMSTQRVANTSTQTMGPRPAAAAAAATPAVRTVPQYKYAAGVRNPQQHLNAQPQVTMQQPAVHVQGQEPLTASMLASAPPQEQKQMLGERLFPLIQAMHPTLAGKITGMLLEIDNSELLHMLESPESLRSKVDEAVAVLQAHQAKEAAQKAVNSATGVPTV
MT1-MMP act inh = blocks activation of human MT1-MMP; hit rate 0.061% among 360,000; P50281; GFP/RFP ratio change, % at 20 µM; HT1080 RFP-PRO-GFP cells, GFP/RFP ratio fluorescence, overnight; percent of plate control window, DMSO zero;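 active means GFP/RFP ratio change of at least 30% with cell ATP level not reduced by more than half and red fluorescence within 50% of control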; further: strong numbers were not always called active
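Assay system: HT1080 RFP-PRO-GFP cells | Dosing: 20 µM single dose, 1% DMSO | Incubation: Cells overnight before dosing, compound overnight, 37 °C, 5% CO2 | Evaluation: GFP/RFP fluorescence ratio | Control set: DMSO-only wells and HT1080 RFP-L50D-GFP cell wells as references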
CSN inh = blocks human CSN-mediated cullin deneddylation | Q92905 | Purified CSN, SCF-Nedd8-OG deneddylation, fluorescence polarization | inhibition, % at 12.5 µM | hit rate 0.38% among 360,000;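 active means pattern-corrected inhibition above about 35%, with an unprinted fluorescence ratio check between 0.5 and 1.5, limit read from the data, passing the limit was not always enough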;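 further: 0% = enzyme with substrate and 100% = substrate without enzyme; some results filed as inactive read as strong as hits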
Target sequence (Q92905 whole entry, looked up, one chain of several): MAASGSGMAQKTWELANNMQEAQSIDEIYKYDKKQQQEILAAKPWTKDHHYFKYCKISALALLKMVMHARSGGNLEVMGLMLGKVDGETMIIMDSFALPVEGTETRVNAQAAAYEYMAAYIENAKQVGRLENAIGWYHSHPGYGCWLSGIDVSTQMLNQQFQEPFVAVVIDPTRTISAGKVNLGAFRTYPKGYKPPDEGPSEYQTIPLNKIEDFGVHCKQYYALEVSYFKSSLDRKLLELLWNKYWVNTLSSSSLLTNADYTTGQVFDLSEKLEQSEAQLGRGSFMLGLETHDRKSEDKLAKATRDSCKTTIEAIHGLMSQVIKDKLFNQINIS
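assay system = purified human Csn5 enzyme expressed in HEK293T cells | amount = 0.24 nM enzyme | buffer or medium = Tris/NaCl/DTT buffer, pH 7.5 | reagent = 10 nM SCFSkp2-Nedd8OG | compound = one concentration, 12.5 µM, 0.25% DMSO | times = 90 min reaction at room temperature | signal = FP | read-out basis = % inhibition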
bovine MsrA act = activates bovine MsrA enzyme; purified bovine MsrA, absorbance read-out; activation, % at 10.6 µM; hit rate 0.3% among 360,000; in the data active means activation above about 7.5%;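 further: 0% = vehicle and 100% = reference activator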
Rpn11 inh = blocks the human proteasome subunit Rpn11; human 26S proteasome, Ub4-pepOG fluorescence polarization; 20S core pre-blocked with epoxomicin; calls only at 20 µM; hit rate 0.59% among 360,000; AID 588493;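 active means inhibition at 20 µM, scaled to each plate's controls, above about 33%, limit read from the data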
Rin1-Abl PPI inh = blocks binding of human Rin1 to Abl; P00519+Q13671; TR-FRET Rin1/Abl binding, biochemical; inhibition, % at 7.35 µM; hit rate 0.4% among 360,000; in the data active means inhibition above about 5%, passing the limit was not always enough
An asterisk follows results filed as active; i = inactive; nt = not tested or not shown.

SMILES	FAS TE block	E coli Lon inh	MsrA inh	MLLE-PAM2 inh	MT1-MMP act inh	CSN inh	bovine MsrA act	Rpn11 inh	Rin1-Abl PPI inh
Cn1cc(CNCCCn2ncc3ccccc32)c(-c2ccccc2F)n1	-4	5	1.8	-21	-1	1	-3	i	1
Cc1ccc(N(CC(=O)NCc2ccccc2)C(=O)c2csnn2)c(C)c1	-2	3	0.1	10	-1	3	0	i	1
COc1ccccc1C(=O)N1CCN(CCc2ccccc2)CC1	-7	3	-0.5	4	4	-3	-3	i	0
NC(=O)CCC(C(=O)O)N1C(=O)C2C3CCC(C3)C2C1=O (configuration not stated)	-11	-6	-1.1	10	0	-1	-2	i	-3
CCc1nnc(NC(=O)C2CCCCC2)s1	-9	-7	-0.8	-11	2	7	0	i	1
O=C(CNc1cccc(S(=O)(=O)N2CCCC2)c1)Nc1ccc(F)c(F)c1	6	-2	2.0	1	11	0	-8	i	3
CSc1ccc(Cl)c(C(=O)Nc2cc(S(=O)(=O)N3CCOCC3)ccc2N2CCOCC2)c1	11	4	1.1	-20	3	2	-9	i	6
O=C1c2ccccc2-c2nc3ccccc3cc21	-1	-7	0.3	1	-5	2	-10	i	-2
COC(=O)Cn1cc(C(=O)c2ccco2)c2ccccc21	-8	-1	3.7	5	-1	2	-4	i	1
Cc1ccsc1C(=O)OCC(=O)c1ccc(OC(F)F)cc1	12	1	-0.8	-6	1	-1	-1	i	-2
CN(C)S(=O)(=O)N1CCN(C(=O)c2ccccc2Cl)CC1	-8	-6	0.6	-1	-1	4	0	i	1
CCOC(=O)c1ccccc1NC(=O)CSc1nnnn1C	-9	-4	-0.8	-4	-1	8	-11	i	3
CCCS(=O)(=O)c1c(S(=O)(=O)CCC)c2c3ccccc3ccn2c1C(=O)OC	21	1	0.9	8	1	2	0	i	3
COCCn1nnnc1C(c1ccccn1)N1CCN(c2cccc(C)c2C)CC1 (configuration not stated)	-2	0	0.7	-3	-3	-2	-1	i	-7
NS(=O)(=O)c1ccc(NC(=O)COC(=O)/C(=C/c2cccs2)c2cccs2)cc1	10	5	1.1	8	1	2	-3	i	-4
CN(C)c1cccc(C(=O)OCC(=O)N(C)c2ccccc2)c1	0	-13	-0.8	1	1	-3	-1	i	2
Fc1ccc(CNc2ccn3nc(-c4ccccc4)cc3n2)cc1	19	-3	0.8	4	2	-2	-1	i	2
COc1ccc(NC(=O)CCCn2c(=O)c3sccc3n(Cc3ccccc3)c2=O)cc1	6	-9	-0.5	3	-2	1	0	i	-2
COc1ccc(C2Nc3ccccc3NC3=C2C(=O)CC(C)(C)C3)cc1 (configuration not stated)	-6	64*	3.9	31	-13	-22	0	i	-1
COc1cc(-c2noc(C)c2/C=C/c2ccc(C(=O)O)cc2)cc(OC)c1OC	-15	4	0.2	5	-3	3	-1	i	1
COc1ccc(C(C)(O)c2nc(/C=C/c3ccccc3)cs2)cc1 (configuration not stated)	24	-5	0.1	1	-2	-2	-2	i	-5
CC(C)(C)c1ccc(NC(=O)c2cc[n+]([O-])cc2)cc1	-7	-5	0.9	1	-1	-1	-3	i	-2
CC(C)c1ccccc1NC(=S)NN(Cc1ccccc1)c1ccccc1	11	4	0.0	26	-6	-4	4	i	3
CC(=O)NS(=O)(=O)c1ccc(NC(=O)C(Sc2ccccc2)c2ccccc2)cc1 (configuration not stated)	-2	4	0.8	1	1	-6	-10	i	-1
Cc1cc(C(=O)OCC(=O)NCc2ccco2)c(C)n1-c1ccc(F)cc1	1	1	-0.9	-6	4	-1	8.5*	i	-1

Profiles, looked up by structure. Values in the order: FAS TE block	E coli Lon inh	MsrA inh	MLLE-PAM2 inh	MT1-MMP act inh	CSN inh	bovine MsrA act	Rpn11 inh	Rin1-Abl PPI inh
COc1cc(-c2noc(C)c2/C=C/c2ccc(C(=O)O)cc2)cc(OC)c1OC is entered as -15	4	0.2	5	-3	3	-1	i	1
COc1ccccc1C(=O)N1CCN(CCc2ccccc2)CC1 is entered as -7	3	-0.5	4	4	-3	-3	i	0

Other records:
SMILES	FAS TE block	E coli Lon inh	MsrA inh	MLLE-PAM2 inh	MT1-MMP act inh	CSN inh	bovine MsrA act	Rpn11 inh	Rin1-Abl PPI inh
Cc1ccccc1C(=O)NC(=S)Nc1ccccc1[N+](=O)[O-]	5	-3	nt	28	-1	2	-1	i	0
O=C(CCC1CCCC1)N1CCC(N2CCCCCC2)CC1	-7	-1	-0.1	-7	0	-4	-3	i	2
Cc1cc(C(=O)COc2cc(F)ccc2[N+](=O)[O-])c(C)n1C1CC1	12	3	1.3	2	0	3	-4	i	0
CCOc1cc(S(=O)(=O)N2CCOCC2)ccc1F	-4	-4	-0.5	-3	-3	6	-3	i	2
CC1(C(=O)NS(=O)(=O)c2cccc(C#N)c2)CCN1C(=O)CCC1CCCC1 (configuration not stated)	-4	-9	0.9	-4	-1	-2	-3	i	1
COc1ncnc2c1ncn2CCCNCc1ccccn1	-8	-7	0.4	-8	3	0	-2	i	-2
CCOc1cc(CNCc2cccnc2)cc(Br)c1OCC(N)=O	-4	6	-0.8	-1	0	-3	-12	i	2
Cn1c(=O)oc2cc(S(=O)(=O)N3CCCC(C(=O)N4CCc5ccccc5C4)C3)ccc21 (configuration not stated)	10	-5	-0.1	3	-6	3	3	i	2
CCCCN(C(=O)NC(=O)Nc1c(C)cc(C)cc1C)S(C)(=O)=O	-4	-3	-1.3	2	1	2	-1	i	0
N/C(=N\N=C\c1ccco1)SC1CC(=O)N(c2ccccc2)C1=O (configuration not stated)	-4	1	6.8*	10	4	-4	-4	i	1
COc1cc(O)c2c(c1)OC(C)(C)CC2=O	2	3	-0.4	-10	7	-6	0	i	2
Cn1c(N)c(C(=O)COC(=O)CSc2ccc3ccccc3c2)c(=O)n(C)c1=O	14	3	-0.8	-4	-4	-2	-6	i	-1
CN(C)CCNC(=O)c1cc2c(=O)n(C)c3ccccc3c2n1C	0	1	1.5	13	3	-1	-2	i	1
Nc1ccc2c(c1)Cc1c(F)cccc1-2	-1	-1	nt	8	0	3	-3	i	1
O=C(CSCc1ccc([N+](=O)[O-])cc1)NC1CC1	-8	-2	-0.4	-1	1	-2	-1	i	-1
CNC(=O)C[C@H]1C(=O)N(c2ccc(OC)cc2)C[C@@H]1C	-6	1	-1.0	7	2	4	-1	i	6
COc1ccc(CCCNC(=O)C2Cc3c(-c4ccccc4)ccnc3O2)cc1 (configuration not stated)	6	-1	-1.5	2	0	2	-1	i	-3
CN1CCN(NC(=O)Nc2cccc(F)c2)CC1	-5	-2	0.2	-4	3	7	-7	i	-1
COc1ccc(OC)c(NC(=O)CCCCCn2nnc3ccccc3c2=O)c1	-3	-9	-0.2	9	3	2	-4	i	-1
O=C(NCCc1nc2ccccc2[nH]1)/C(=C/c1ccc(F)cc1)NC(=O)c1ccco1	-3	1	-1.3	-8	-1	-4	-3	i	3
Cc1cccc(Nc2nnc(SCC(=O)c3c(N)n(C4CC4)c(=O)[nH]c3=O)s2)c1	-4	-8	0.2	-17	-2	-3	-7	i	4
N#CCSc1ccsc1C(=O)Nc1ccc(F)cc1	-2	-8	1.7	-1	3	1	-9	i	0
O=C(CSc1ccc(S(=O)(=O)N2CCCCC2)cn1)Nc1ccccc1Br	20	-7	-0.6	20	-1	3	-1	i	1
Cc1c(Cl)cccc1NCC(=O)Nc1ccc(Cl)cc1F	17	-3	0.8	6	6	3	0	i	1
COc1cc(/C=C/C(=O)N[C@@H](Cc2c[nH]c3ccccc23)C(=O)O)ccc1O	-5	-3	2.1	-9	3	-4	0	i	1
Next part.
SMILES	FAS TE block	E coli Lon inh	MsrA inh	MLLE-PAM2 inh	MT1-MMP act inh	CSN inh	bovine MsrA act	Rpn11 inh	Rin1-Abl PPI inh
O=C1C=C(c2cccc3c2Oc2ccccc2S3)C[C@@H](c2ccc(Cl)cc2)C1	47	-3	0.0	6	-4	2	-1	i	-1
CCn1c(SC(C)C)nnc1-c1c[nH]c2ccccc12	-4	7	1.4	-26	5	2	-1	i	-4
CC(C)c1ccc(CNc2nc(NCC3CC3)nc3ccsc23)cc1	5	-3	-0.3	4	22	-1	2	i	-1
Cc1ccc(CN(C)S(=O)(=O)c2c(C)noc2/C=C/N(C)C)cc1	19	-54	0.7	2	3	-6	-1	i	-1
CN(NC(=O)C(=O)NCc1ccco1)C(=O)Nc1ccc(Cl)cc1	0	-12	-0.1	13	3	-2	-5	i	3
O=C(N/C(=C/c1cccnc1)C(=O)N1CCCCCC1)c1cccc(Br)c1	2	-3	0.6	9	-3	-2	-2	i	-2
Cc1ccccc1NC(=S)N1CCN(C(=O)c2ccco2)CC1	-2	-5	0.6	-23	6	-1	-3	i	-2
C/C(CC(=O)Nc1ccc([N+](=O)[O-])cc1)=N\NC(=O)c1ccccc1[N+](=O)[O-]	-1	-1	1.9	-20	3	1	-4	i	-1
COC(=O)C1=C(Nc2ccc(C)cc2)C=C(C)C(C(=O)OC)C1c1cccc(OC)c1 (configuration not stated)	21	2	2.6	3	-6	2	-3	i	-5
O=C(O)CC/C(=N\NC(=O)c1ccccc1Br)c1ccccc1	-16	-14	0.1	9	2	1	1	i	-2
C/C=C/c1ccc(OCC(=O)N2CCc3cc(OC)c(OC)cc3C2)c(OC)c1	-3	5	1.5	-14	-1	-1	-1	i	-5
CCC(CO)Oc1cc(NC(=O)c2cccc(F)c2)c2ncn(C(C)C)c2c1 (configuration not stated)	-4	-4	0.4	6	0	3	-5	i	1
COc1ccccc1N1CSC2=C(C#N)C(c3ccc(SC)cc3)CC(=O)N2C1 (configuration not stated)	6	-10	0.4	-16	-9	31	-4	i	-3
C(=N\N=C\c1ccccn1)/c1ccccn1	-2	-5	1.2	2	3	0	-3	i	2
Cc1cc(C=O)c(C)n1-c1ccc2c(c1)OCO2	-4	-1	-0.4	3	-2	0	-4	i	1
CCOC(=O)c1cnc(COc2ccc(OC)cc2)[nH]c1=O	-6	2	0.1	-2	0	-4	-4	i	-3
COc1cc(C(=O)NNC(=O)CCOc2cccc(Br)c2)cc(OC)c1OC	-1	4	-0.6	-14	1	-5	-1	i	-2
OCCN1CCOCCOCCN(CCO)CCN(CCO)CC1	-3	8	-0.5	-11	0	-3	-2	i	2
O=C(CSc1nc2ccccc2[nH]1)Nc1c(F)c(F)c(F)c(F)c1F	9	-3	1.2	-31	0	-5	-1	i	1
ONC(=NCc1ccccc1)c1ccccc1	-8	11	0.7	2	9	4	-2	i	0
CCOCCCn1cnc2c([nH]c3cc(OC)ccc32)c1=O	-6	-2	0.7	4	8	0	0	i	5
c1ccc(CN2CCN(c3nc4ccccc4s3)CC2)cc1	8	3	1.1	-7	7	-1	-5	i	-1
CCCS(=O)(=O)N1CCN(Cc2ccccc2[N+](=O)[O-])CC1	3	5	1.6	23	2	-7	-3	i	9.5*
O=C(N/N=C/c1ccccc1OC(=O)c1ccc2c(c1)OCO2)c1ccccc1	20	-2	0.6	12	4	-4	2	i	1
CC(c1ccccc1)n1cc(C(=O)NCCN2CCOCC2)nn1 (configuration not stated)	-10	-6	-1.3	3	-2	3	-5	i	0
CC1(C)Cc2c(c(N3CCOCC3)nc3sc4c(=O)[nH]cnc4c23)CS1	8	2	0.9	11	2	4	-3	i	-10

Part of the list above, reduced to E coli Lon inh:
molecule | E coli Lon inh
O=C1C=C(c2cccc3c2Oc2ccccc2S3)C[C@@H](c2ccc(Cl)cc2)C1 | -3
C(=N\N=C\c1ccccn1)/c1ccccn1 | -5
Cc1ccccc1NC(=S)N1CCN(C(=O)c2ccco2)CC1 | -5
